NTMT1 inhibitor = inhibitors of human N-terminal methyltransferase NTMT1; Q9BV86; NTMT1 MTase-Glo SAH luminescence, purified enzyme; Potency, µM (titrated, usually from 114 µM), without a hit: at the top dose activity change, negative = inhibition, actives largely listed as inhibitors; actives 2.5% (n = 59,000); AID 1645870;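 note: potency is the fitted concentration of half-maximal effect; plate controls were DMSO vehicle for no effect and no enzyme for full effect; nearly all actives have a fitted effect of over 65% in size; many of its hits are not listed in these tables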
Target sequence (Q9BV86 whole entry, looked up): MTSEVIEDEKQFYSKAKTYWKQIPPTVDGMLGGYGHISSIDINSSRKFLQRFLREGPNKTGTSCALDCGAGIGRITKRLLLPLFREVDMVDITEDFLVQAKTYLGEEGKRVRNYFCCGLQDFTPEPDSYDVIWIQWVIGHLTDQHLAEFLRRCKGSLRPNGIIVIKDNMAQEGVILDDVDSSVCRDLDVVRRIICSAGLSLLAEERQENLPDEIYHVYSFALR
GALK inhibitor = GALK (human) enzyme inhibition; 44,000 tested, under 10 active; recombinant GALK, Kinase-Glo ATP luminescence, 1 h; P51570; AID 1347072; Potency, µM (series often up to 57.5 µM), inactives show at the top dose activity, negative = inhibition, most hits filed as inhibitors;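 note: plate controls were full GALK reaction for no effect and reaction lacking GALK for full effect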
Target sequence (P51570 whole entry, looked up): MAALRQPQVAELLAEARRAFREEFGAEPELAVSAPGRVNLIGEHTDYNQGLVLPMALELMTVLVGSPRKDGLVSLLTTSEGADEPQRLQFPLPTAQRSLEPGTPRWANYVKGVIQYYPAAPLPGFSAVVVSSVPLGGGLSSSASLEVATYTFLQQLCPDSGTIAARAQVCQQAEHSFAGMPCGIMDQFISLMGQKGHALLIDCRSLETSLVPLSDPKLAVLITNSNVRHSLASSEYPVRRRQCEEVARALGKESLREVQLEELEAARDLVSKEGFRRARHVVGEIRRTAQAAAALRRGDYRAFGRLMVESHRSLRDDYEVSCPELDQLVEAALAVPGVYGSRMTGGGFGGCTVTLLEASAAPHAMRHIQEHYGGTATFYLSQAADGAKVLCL
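5 nM GALK; 35 uM ATP; 100 uM D-galactose; 20 mM HEPES pH 8.0, 5 mM MgCl2, 60 mM NaCl, 1 mM DTT, 0.01% BSA; 1 h RT; Kinase-Glo Plus luminescence.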
p53null 39C kill = p53 null cell cytotoxicity, nonpermissive temperature; H1299 p53-null (neo) cells, 39C, ATPlite viability, 24 h; Potency, µM (doses to about 46.1 µM), without a hit: at the highest dose activity, negative = cell killing, most hits filed as cytotoxic; actives 0.97% (n = 55,000);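 note: potency is the fitted concentration of half-maximal effect; 0% = DMSO only and -100% = full killing by 100 µM tamoxifen; nearly all actives have a fitted effect of over 50% in size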
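Following overnight plating at 37C (600 cells/well), H1299-neo or H1299-p53A138V cells are dosed up to 46 uM. Incubation lasts 24 hr at 39C before ATP detection.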
B2AR arrestin ag = beta-arrestin recruitment by human beta2-adrenergic receptor ligands; HTLA Tango cells, beta-arrestin recruitment, luciferase luminescence, 18 h; Potency, µM (titrated, usually from 46.1 µM), for the others: at the highest dose activation, actives largely listed as activators; 44,000 tested, under 10 active; AID 1347077;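 note: potency is the fitted concentration of half-maximal effect; 0% = DMSO and full agonism = EC100 isoproterenol or metaproterenol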
Target sequence (P07550 whole entry, looked up): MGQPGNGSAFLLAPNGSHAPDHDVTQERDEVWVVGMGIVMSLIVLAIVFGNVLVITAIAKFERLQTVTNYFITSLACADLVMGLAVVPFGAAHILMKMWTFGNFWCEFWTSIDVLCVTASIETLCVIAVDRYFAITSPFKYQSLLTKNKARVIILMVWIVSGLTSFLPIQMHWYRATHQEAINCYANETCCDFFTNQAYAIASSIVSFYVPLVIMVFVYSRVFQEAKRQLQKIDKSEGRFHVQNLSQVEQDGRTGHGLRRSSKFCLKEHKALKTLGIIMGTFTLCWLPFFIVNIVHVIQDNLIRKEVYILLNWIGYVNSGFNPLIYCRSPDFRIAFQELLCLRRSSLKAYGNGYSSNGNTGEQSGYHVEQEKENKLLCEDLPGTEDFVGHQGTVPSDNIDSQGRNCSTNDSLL
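First, Tango cells carrying beta2-AR and beta-arrestin fusions received compound up to 46 microM. After 18 hr at 37 degrees C, luciferase substrate was added for 15 minutes, then luminescence gave %Activity for curve fitting.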
PTAP-TSG101 blk = blocks PTAP binding to human TSG101, validation. Q99816. Fluorescence polarization, FITC-PTAP peptide/Tsg101, 20 min. Potency, µM (highest dose often 115 µM), for inactives: at the top dose activity change, negative = inhibition, most hits filed as inhibitors. 44,000 tested, under 10 active. AID 1347069; note: potency is the fitted concentration of half-maximal effect; 0% is about no effect
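qHTS FP binding, 20 min r.t.: 10 uM Tsg101 domain + 50 nM FITC-PTAP peptide, pH 7.5 HEPES buffer with TCEP and EDTA.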
FH mod = Identification of activators of human fumarate hydratase by quantitative high-throughput screening; Fumarate hydratase, mitochondrial (Homo sapiens), P07954; FH coupled MDH/diaphorase resazurin fluorescence, 15 min; Potency, µM (series often up to 79.9 µM), for the others: top-dose activity change, negative = inhibition, most hits filed as inhibitors; actives 0.22% (n = 54,000); AID 1347055, 2019; note: potency is the fitted concentration of half-maximal effect; % is set by controls: 0 for no effect and ±100 for the full control effect; the screen sought activators but most active calls are inhibition curves; nearly all actives have a fitted effect of over 45% in size
p53null 32C tox = kills p53 null cells at the permissive temperature; H1299-neo p53 null cells, ATP luminescence, 24 h, 32C; Potency, µM (top dose mostly 46.1 µM), for the others: at the top dose activity change, negative = cytotoxicity, hits mostly cytotoxic; actives 0.62% (n = 55,000);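 note: potency is the fitted concentration of half-maximal effect; 0% = DMSO only and -100% = full killing by 100 µM tamoxifen; nearly all actives have a fitted effect of over 55% in size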
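Overnight 37C seeding (600 cells/well) of H1299-neo preceded a 24 hr, 32C exposure to compounds up to 46 uM. ATP levels, read by luminescence after 20 min at RT, indicated surviving cells.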
An asterisk follows results filed as active; ? = inconclusive; [ ] = dose if it differs, or a comment. Calls come from the whole dose curve; as a rule, active = well fitted curve in the direction sought with a large enough effect; inconclusive = small, poorly fitted or top-dose-only effect, or another doubt; inactive = no such curve, though single readings can be large; an effect the other way counts as inactive or inconclusive. These rows are one share of the data. The share of hits here may be higher or lower than overall.

nr	smiles	NTMT1 inhibitor	GALK inhibitor	p53null 39C kill	B2AR arrestin ag	PTAP-TSG101 blk	FH mod	p53null 32C tox
1	Cc1ccc(CN(C(=O)COc2ccc(C)c(C)c2)C2CCS(=O)(=O)C2)o1 (stereo unspecified)	-2%	2%	19%	-1%	1%	-1%	-3%
2	COc1cccc(CNS(=O)(=O)c2ccc(N3CCCCS3(=O)=O)cc2)c1	-1%	-1%	-8%	0%	-8%	-1%	-6%
3	CCc1nn(Cc2cccc(F)c2)c(=O)c2cc3cc(C)ccc3n12	4%	-1%	-20%	-1%	2%	-4%	8%
4	COc1ccc(C2CC(=O)c3c([nH]c(C(=O)OCc4ccccc4)c3C)C2)cc1 (stereo unspecified)	-1%	-9%	?	0%	-2%	-6%	-22%
5	CCCCNC(=O)CCCn1c(=O)c2ccccc2n(Cc2cccc(Cl)c2)c1=O	?	0%	-5%	1%	-1%	1%	3%
6	CCc1ccc(NC(=O)Cn2c(=O)n(CCC(=O)NCCc3ccc(Cl)cc3)c(=O)c3ccccc32)cc1	12%	7%	-15%	1%	-1%	-34%	2%
7	Cc1cccc(NC(=O)Cn2c(=O)n(CCc3ccccc3)c(=O)c3ccccc32)c1	10%	6%	-33%	1%	-2%	-5%	2%
8	COc1cccc(-c2nc(SCc3cc(=O)c4ccc(C)c(C)c4[nH]3)n[nH]2)c1	?	-2%	-4%	0%	0%	?	-10%
9	COc1ccc(C(=O)N2CCN(Cc3cc(=O)n4nc(-c5ccccc5C)sc4n3)CC2)cc1OC	3%	0%	3%	0%	-5%	-5%	0%
10	CCc1ccccc1N1C(=O)N(Cc2ccc(C#N)cc2)c2ccccc2S1(=O)=O	-3%	0%	12%	-3%	-3%	-11%	-2%
11	CCc1cnc2c(c1SCc1ccccc1C)c(=O)n(C)c(=O)n2C	-3%	-2%	-10%	-3%	0%	-6%	5%
12	O=C(Cn1c(SCc2cccc(F)c2)nc2cccnc21)Nc1ccc(F)c(Cl)c1	13%	1%	?	-1%	4%	-4%	-8%
13	CCC(=O)Nc1ccc(CC)cc1-c1nc2ccccc2n(CC(=O)Nc2cccc(Cl)c2)c1=O	0%	2%	-9%	-1%	1%	5%	5%
14	Cc1ccccc1OCC(=O)Nc1nnc(S(=O)(=O)N2CCCCCC2)s1	3%	6%	32%[activator]	0%	-1%	0%	8%
15	COc1cc(NC(=O)Cn2cnc3sc(C)c(S(=O)(=O)N4CCN(C)CC4)c3c2=O)cc(OC)c1OC	0%	-2%	-4%	0%	0%	1%	-4%
16	COC(=O)c1cc(NC(=O)c2nn(C)c3c2COc2ccccc2-3)cc(C(=O)OC)c1	-15%	2%	5%	-2%	-6%	-3%	2%
17	CCc1ccc(-c2nc3cc(NC(=O)c4cc5ccccc5cc4OC)ccc3o2)cc1	5%	0%	-3%	0%	-3%	-4%	-3%
18	Cc1ccc(N2CC(NC(=O)c3ccc4c(c3)OCO4)CC2=O)cc1 (stereo unspecified)	12%	-2%	-7%	-4%	0%	2%	-2%
19	Oc1c(C(c2ccccc2)N2CCN(c3ccccc3)CC2)sc2nc(-c3ccco3)nn12 (stereo unspecified)	?	4%	-22%	-3%	-10%	-23%	-8%
20	COc1ccc(-c2noc(N3CCC(C(=O)N4CCN(c5ccccc5F)CC4)CC3)n2)cc1	13%	0%	97%[activator]	4%	0%	-7%	28%
21	CC(=O)c1ccc(NC(=O)CSc2nc(-c3ccccc3C)nc3c2c(=O)n(C)c(=O)n3C)cc1	-2%	-1%	8%	0%	0%	-16%	5%
22	CC(NC(=O)C1CCN(c2nc3ccccc3nc2C(F)(F)F)CC1)c1ccccc1 (stereo unspecified)	-1%	-2%	-12%	-1%	1%	2%	1%
23	N#Cc1c[nH]n2c(NC3CCCC3)c(-c3ccc(Cl)cc3)nc12	15%	4%	8%	-3%	1%	-33%	19%
24	Cc1ccc(NC(=O)c2cc3c([nH]c2=O)CC(C)(C)CC3=O)c(C)c1	7%	2%	-24%	1%	-1%	-5%	7%
25	C=Cc1ccc(Cn2c(=O)n(CC3CCC(C(=O)NC(C)C)CC3)c(=O)c3sccc32)cc1 (stereo unspecified)	6%	-11%	2%	3%	3%	6%	-2%

Six structures out of the list, arranged by length of the SMILES, smallest number first:
nr	smiles	NTMT1 inhibitor	GALK inhibitor	p53null 39C kill	B2AR arrestin ag	PTAP-TSG101 blk	FH mod	p53null 32C tox
2	COc1cccc(CNS(=O)(=O)c2ccc(N3CCCCS3(=O)=O)cc2)c1	-1%	-1%	-8%	0%	-8%	-1%	-6%
24	Cc1ccc(NC(=O)c2cc3c([nH]c2=O)CC(C)(C)CC3=O)c(C)c1	7%	2%	-24%	1%	-1%	-5%	7%
17	CCc1ccc(-c2nc3cc(NC(=O)c4cc5ccccc5cc4OC)ccc3o2)cc1	5%	0%	-3%	0%	-3%	-4%	-3%
7	Cc1cccc(NC(=O)Cn2c(=O)n(CCc3ccccc3)c(=O)c3ccccc32)c1	10%	6%	-33%	1%	-2%	-5%	2%
13	CCC(=O)Nc1ccc(CC)cc1-c1nc2ccccc2n(CC(=O)Nc2cccc(Cl)c2)c1=O	0%	2%	-9%	-1%	1%	5%	5%
9	COc1ccc(C(=O)N2CCN(Cc3cc(=O)n4nc(-c5ccccc5C)sc4n3)CC2)cc1OC	3%	0%	3%	0%	-5%	-5%	0%

Later entries:
nr	smiles	NTMT1 inhibitor	GALK inhibitor	p53null 39C kill	B2AR arrestin ag	PTAP-TSG101 blk	FH mod	p53null 32C tox
26	CCOc1ccccc1C1C(C(=O)Nc2ccccc2OC)=C(C)Nc2nc3ccccc3n21 (stereo unspecified)	-8%	0%	10%	1%	-9%	-3%	5%
27	CCCCN(CC)CCCNC(=O)c1sc2nc3n(c(=O)c2c1C)CCCCC3	-12%	-11%	-22%	-1%	-1%	0%	-2%
28	COc1ccc(CNC(=O)c2ccc3c(c2)N(Cc2c(F)cccc2Cl)C(=O)CS3)cc1	4%	6%	5%	1%	3%	-26%	6%
29	O=C(COc1ccccc1Cl)OCc1cc(=O)n2nc(C3CC3)sc2n1	11%	1%	2%	0%	-5%	32%	1%
30	CC1=C(C(=O)Nc2ccccc2C)C(c2cccnc2)n2nc(SCc3ccccc3F)nc2N1 (stereo unspecified)	-6%	5%	-1%	1%	-4%	-1%	-1%
31	CCc1ccc(-c2[nH]nc3nc(-c4cc(OC)ccc4OC)cc(C(=O)O)c23)cc1	11%	1%	4µM*	1%	4%	-18%	10µM*
32	COc1ccc2nc(NC(=O)c3nc(S(=O)(=O)Cc4ccccc4F)ncc3Cl)sc2c1	-4%	-3%	-18%	-1%	19%	8%	-28%
33	CCOc1ccc(-n2c(SCC(=O)c3ccccc3)nc3c([nH]c4ccccc43)c2=O)cc1	12%	3%	7%	-1%	1%	-10%	-8%
34	COc1ccc2c(c1)sc1ncc(C(=O)NCc3cccc(Cl)c3)c(=O)n12	?	-11%	-8%	1%	0%	-3%	-2%
35	COc1ccc2c(c1)c1c(c(=O)n(-c3ccc(C)cc3)c(=O)n1CC(=O)c1ccc(Cl)cc1)n2C	-3%	?	11%	1%	-3%	0%	-1%
36	CS(=O)(=O)c1oc(-c2ccc(F)cc2)nc1S(=O)(=O)c1ccc(Cl)cc1	2%	8%	?	-1%	-1%	9%	?
37	CCOc1ccc(NS(=O)(=O)c2ccc3[nH]c4c(c3c2)CCCC4)cc1	?	5%	-20%	0%	-1%	?	30%
38	COc1ccc(NC(=O)c2ccc3c(c2)nnn3C2CCCC2)cc1Cl	22%	-2%	-18%	-1%	2%	3%	-3%
39	Cc1ccc(S(=O)(=O)N2CCC(c3nnc(-c4cccc(C)c4)o3)CC2)cc1	?	-1%	-17%	0%	2%	-32%	?
40	COc1ccc(C(=O)N(Cc2ccco2)Cc2ccc(C)o2)cc1	0%	-2%	-33%	-1%	-2%	-8%	2%
41	Cc1cccc(Nc2ncnc3onc(-c4ccc(Cl)cc4)c23)c1C	-10%	3%	-7%	1%	3%	-16%	0%
42	Cc1c(Cl)cccc1-n1nc(C)c2c(C)cc(=O)n(CC(=O)NCc3ccccc3)c21	0%	-2%	-8%	4%	4%	-14%	-12%
43	CC(=O)N1CCCc2cc(S(=O)(=O)NCc3ccccc3Cl)ccc21	8%	2%	7%	1%	2%	-11%	-11%
44	Cc1cc(S(=O)(=O)NCC(c2ccco2)S(=O)(=O)c2ccccc2)ccc1F (stereo unspecified)	29%	-2%	24%	-3%	-1%	-4%	0%
45	Cc1ccc(CNC(=O)CN(c2ccc(C)cc2)S(=O)(=O)c2c(C)nn(C)c2C)cc1	0%	9%	-8%	0%	-5%	-22%	6%
46	Cc1cc(Cl)ccc1NC(=O)C1CCN(S(=O)(=O)c2ccc3[nH]c(=O)ccc3c2)CC1	-17%	-2%	14%	-1%	-3%	-6%	1%
47	COc1ccc(-c2nc(CSc3nc4ncccc4[nH]3)c(C)o2)cc1OC	-6%	1%	-18%	1%	-1%	-9%	-19%
48	O=C(Nc1ccccc1C(F)(F)F)n1ncc2cc(Cl)ccc21	2%	1%	32%[activator]	-1%	-4%	-2%	-6%
49	COC(=O)c1cc2occc2n1Cc1cccc(C)c1	1%	2%	-7%	0%	-4%	2%	7%
50	COc1ccc(NC(=O)c2c(NC(=O)c3ccncc3)sc3c2CCC(C(C)(C)C)C3)cc1 (stereo unspecified)	18%	0%	24%	-2%	-1%	-14%	18%

2 of the compounds above, as labelled records.
26) CCOc1ccccc1C1C(C(=O)Nc2ccccc2OC)=C(C)Nc2nc3ccccc3n21 (stereo unspecified)
  NTMT1 inhibitor: -8%
  GALK inhibitor: 0%
  p53null 39C kill: 10%
  B2AR arrestin ag: 1%
  PTAP-TSG101 blk: -9%
  FH mod: -3%
  p53null 32C tox: 5%
35) COc1ccc2c(c1)c1c(c(=O)n(-c3ccc(C)cc3)c(=O)n1CC(=O)c1ccc(Cl)cc1)n2C
  NTMT1 inhibitor: -3%
  GALK inhibitor: ?
  p53null 39C kill: 11%
  B2AR arrestin ag: 1%
  PTAP-TSG101 blk: -3%
  FH mod: 0%
  p53null 32C tox: -1%

(more compounds)
nr	smiles	NTMT1 inhibitor	GALK inhibitor	p53null 39C kill	B2AR arrestin ag	PTAP-TSG101 blk	FH mod	p53null 32C tox
51	CCc1ccccc1NC(=O)N1CCc2c([nH]c3ccccc23)C1c1ccc(C)cc1 (stereo unspecified)	-2%	7%	21%	-3%	-3%	-25%	8%
52	O=C(Nc1ccccc1)C1CCN(S(=O)(=O)c2ccc3c(c2)CCCN3C(=O)C2CCC2)CC1	-1%	2%	9%	0%	-1%	-12%	-5%
53	CCOc1ccc(C(=O)Nc2ccc3nc(SCc4ccccc4)sc3c2)cc1	11%	6%	-24%	-3%	-5%	2%	-14%
54	Cc1cc(=O)n2nc(N3CCC(C(=O)NCc4ccc(F)cc4)CC3)sc2n1	-15%	-11%	-6%	-3%	-2%	1%	0%

Assay outcomes: PubChem, National Center for Advancing Translational Sciences (NCATS)
